Screens from PubChem.
MPTP inh: permeability transition pore inhibition. isolated mouse mitochondria, Ca2+ swelling absorbance, 30 min. inhibition, % at 10 µM. 360,000 compounds, 1.4% hits;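 active means inhibition of 50% or more, scaled per plate between neutral and stimulator controls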;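 further: 0% = DMSO wells given calcium and 100% = 1 mM EGTA wells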
CXCR6 inh: CXCR6 (human) receptor inhibition; O00574; CHO-K1 PathHunter CXCR6 beta-arrestin, luminescence; inhibition, % at 20 µM; 360,000 compounds, 0.36% hits; in the data active means inhibition above about 34%, passing the limit was not always enough;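 further: antagonist mode with CXCL16 agonist at 10 nM final; 0% = 10 nM CXCL16 with DMSO and 100% = unstimulated wells without agonist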
Target sequence (O00574 whole entry, looked up): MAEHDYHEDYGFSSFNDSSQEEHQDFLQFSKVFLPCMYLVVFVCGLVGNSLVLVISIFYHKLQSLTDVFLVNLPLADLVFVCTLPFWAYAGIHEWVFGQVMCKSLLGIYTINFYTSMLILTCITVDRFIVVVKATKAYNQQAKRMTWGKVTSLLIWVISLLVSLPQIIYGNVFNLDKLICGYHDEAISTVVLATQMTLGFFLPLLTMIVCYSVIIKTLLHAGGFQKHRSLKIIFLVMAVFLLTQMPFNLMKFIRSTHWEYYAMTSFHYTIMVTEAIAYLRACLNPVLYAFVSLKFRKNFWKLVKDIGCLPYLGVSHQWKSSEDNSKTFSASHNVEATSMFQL
GRIN3A LBD mod: NR3A (human) ligand-binding domain modulation; NR3A LBD differential scanning fluorimetry, Tm shift; 0% = protein alone, 100% = glycine-bound protein; Tm shift relative to glycine control, % at 25 µM; 340,000 compounds, 2.5% hits;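 active means melting temperature shift of at least 10% of the positive control shift, at one fixed dose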
CCR6 antag: CCR6 (human) receptor antagonism; AID 493098; 340,000 compounds, 0.49% hits; P51684; CHO-K1 CCR6 PathHunter beta-arrestin, luminescence, CCL20-stimulated; inhibition, % at 20 µM;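 active means compounds whose inhibition of the agonist-driven luminescence signal at 20 µM reaches about 50%, limit read from the data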;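 further: cells stimulated with CCL20 at 14 nM final; plate controls were DMSO with CCL20 for no effect and DMSO without agonist for full effect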
Target sequence (P51684 whole entry, looked up): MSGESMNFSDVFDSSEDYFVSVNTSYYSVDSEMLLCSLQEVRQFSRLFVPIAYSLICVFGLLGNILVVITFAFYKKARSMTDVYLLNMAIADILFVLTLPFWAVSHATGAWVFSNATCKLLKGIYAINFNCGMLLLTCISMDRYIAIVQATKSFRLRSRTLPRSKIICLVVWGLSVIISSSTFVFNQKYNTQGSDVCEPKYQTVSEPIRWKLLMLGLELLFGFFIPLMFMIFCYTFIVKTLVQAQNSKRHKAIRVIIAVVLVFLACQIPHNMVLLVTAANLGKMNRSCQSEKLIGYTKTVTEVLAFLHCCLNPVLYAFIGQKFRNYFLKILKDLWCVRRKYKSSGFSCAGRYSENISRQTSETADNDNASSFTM
EBI2 antag: blocks human EBI2 receptor beta-arrestin signaling; 360,000 compounds, 0.81% hits; inhibition, % at 5 µM; EBI2 beta-arrestin recruitment, luminescence, 7a,25-OHC stimulated; AID 651636; P32249; in the data active means inhibition above about 38%;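 further: enzyme fragment complementation signal reports receptor beta-arrestin coupling in cells; 0% = agonist plus DMSO wells and 100% = wells without agonist; some results beyond the cut were filed as inactive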
A3G deaminase: inhibitors of human APOBEC3G DNA deaminase. Q9HC16. recombinant A3G, ssDNA deamination FAM/TAMRA fluorescence. inhibition, % at 20 µM. 330,000 compounds, 0.28% hits. AID 493012;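 active means inhibition of at least 40% at 20 µM, with no more than 30% in the related APOBEC3A deaminase screen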;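 further: plate controls were DMSO wells with A3G for no effect and wells lacking A3G enzyme for full effect; some compounds called inactive have numbers as strong as hits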
Gli-Sufu block: antagonists of Gli-Sufu signaling. 340,000 compounds, 0.74% hits. AID 588413. Sufu-KO-LIGHT fibroblasts, Gli luciferase reporter luminescence. inhibition, % at 5 µM;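 active means inhibition above about 55%, limit read from the data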;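 further: 0% = DMSO-treated cells and 100% = wells with medium but no cells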
A3A deaminase: human APOBEC3A DNA deaminase inhibition | recombinant A3A, FAM/TAMRA ssDNA deamination fluorescence | 330,000 compounds, 0.41% hits | inhibition, % at 20 µM | AID 493011 | P31941;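 active means at least 40% inhibition at 20 µM here, with at most 30% in a related deaminase screen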;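 further: plate controls were A3A with DMSO for no effect and wells lacking A3A enzyme for full effect; some results filed as inactive read as strong as hits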
Target sequence (P31941 whole entry, looked up): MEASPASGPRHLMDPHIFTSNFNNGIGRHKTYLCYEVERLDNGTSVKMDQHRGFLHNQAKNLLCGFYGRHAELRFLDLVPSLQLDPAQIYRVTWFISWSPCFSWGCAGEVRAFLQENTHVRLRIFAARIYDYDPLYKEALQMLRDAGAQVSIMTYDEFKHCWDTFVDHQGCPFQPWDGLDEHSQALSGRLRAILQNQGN
The depositor's hits bear a star.

SMILES	MPTP inh	CXCR6 inh	GRIN3A LBD mod	CCR6 antag	EBI2 antag	A3G deaminase	Gli-Sufu block	A3A deaminase
COc1ccc(N=C2NC(=O)S/C2=C\c2ccc(N(C)C)cc2)cc1	6.7	25	-3	49	13	-16	-40	-10
Cc1ccc(-c2noc(CCC(=O)Nc3ccccc3N3CCN(C)CC3)n2)cc1	80*	6	-1	8	3	-2	4	2
CCOC(=O)[C@H](O)[C@@H](O)c1cccc([C@H](O)[C@@H](O)C(=O)OCC)c1	1.5	3	-2	-7	-5	-1	-14	1
CCS(=O)(=O)n1nc(-c2ccccc2)nc1NCc1ccco1	-0.2	1	-2	0	-2	0	1	0
Cc1cc(C)nc(SCC(=O)N/N=C/c2cccn2-c2ccc(O)cc2)n1	1.2	-22	-2	6	1	3	9	22
C=CCSC1=C(C#N)C2(CCCCC2)C(C#N)C(=O)N1 (centres undefined)	4.0	6	2	-1	4	-4	8	-1
CCOCc1nnc(NC(=O)C2CCN(C(=O)C3CC(=O)N(c4ccc(C)cc4)C3)CC2)s1 (centres undefined)	-1.9	-1	-3	-15	14	-3	-15	-4
CCCN1CC(=O)N2Cc3[nH]c4ccccc4c3C[C@H]2C1=O	0.5	4	-1	-6	7	-6	-1	-2
COc1cc(OC)cc(C(=O)NC(=S)N(Cc2ccccc2)C(C)C)c1	-0.2	16	-2	27	-4	-2	10	0
COc1ccc(NC(=O)CN2CCCC(C)C2)c([N+](=O)[O-])c1 (centres undefined)	-0.2	-6	3	20	4	0	-4	-2
CCOc1ccc(S(=O)(=O)N2CCN(CC)CC2)cc1NC(=O)c1ccccc1F	-1.3	-13	-1	6	4	-4	24	0
Cc1cc(C)c(NS(=O)(=O)c2ccc3c(c2)NC(=O)C(C)C(=O)N3)c(C)c1 (centres undefined)	-0.6	-2	-2	10	-5	-14	-21	-3
CN(C(=O)COC(=O)c1ccc2c(c1)OCO2)c1c(N)n(Cc2ccccc2)c(=O)[nH]c1=O	-1.7	9	-2	3	-6	-7	-14	-1
O=C(c1ccc(COc2c(F)c(F)cc(F)c2F)o1)N1CCN(c2ccc(Cl)cc2)CC1	1.6	4	2	14	14	-7	-4	1
COc1ccc(-c2cc(C)no2)cc1S(=O)(=O)N1CCOc2ccc(C)cc21	2.2	7	-7	0	9	-6	27	-1
c1ccc(CSc2nnnn2-c2cccc3ccccc23)nc1	2.1	1	6	-3	-3	-4	7	-3
CCOC(=O)C1=C(O)C(=O)N(c2ccc(S(N)(=O)=O)cc2)C1c1ccc(OC)cc1 (centres undefined)	-1.8	-4	2	-6	2	-5	-3	-1
COc1cccc(COC(=O)C2CCN(S(=O)(=O)c3ccc(C)cc3)CC2)c1OC	-2.4	2	2	20	8	-5	-4	-1
COC(=O)C1CN(C(=O)C(C)Oc2ccc(C(C)C)cc2)c2ccccc2O1 (centres undefined)	0.5	6	0	19	4	-9	-2	-3
CCCCn1c(N)c(N(Cc2ccccc2OC)C(=O)CN2C(=O)NC(C)(c3ccccc3)C2=O)c(=O)[nH]c1=O (centres undefined)	-3.2	-12	-1	-10	-15	-4	26	23
CCOC(=O)c1sc(=S)n(-c2ccccc2OC)c1N	-1.8	9	16*	1	-2	25	0	-2
CSc1nc2cc(F)c(F)cc2n1C	-1.8	-5	0	-15	-1	-1	-1	2
Cc1cc(C(=O)CSc2cccc[n+]2[O-])c(C)n1-c1ccc(OC(F)F)cc1	5.6	-5	1	-3	-1	1	-39	5
CCCCOC(=O)C(C)Nc1n[nH]c(=O)[nH]c1=O (centres undefined)	-0.1	7	1	-8	-8	-1	5	-1
COc1ccc2cc(C(=O)C3CCCN(C(=O)Cc4c(C)noc4C)C3)ccc2c1 (centres undefined)	-0.9	-2	-4	16	5	-5	-18	3
COC(=O)N/N=C/c1cn(CCCOc2ccc(C)cc2)c2ccccc12	2.9	-1	13*	6	5	-2	-48	2
COc1cccc(C(C(=O)Nc2ccc(F)cc2)N(C(=O)Cn2nnc3ccccc32)C2CC2)c1 (centres undefined)	1.0	-2	-4	7	17	-4	5	-1
COc1ccc(-c2ccc3c(N)c(C(=O)c4ccc(OC)c(OC)c4)sc3n2)cc1	-1.4	-2	5	-8	29	-3	17	0
CCOC(=O)CNC(=O)CCc1nnc2ccc(N3CCC(C)CC3)nn12	0.1	-13	0	6	-2	-6	3	-2
O=C1C(Cc2ccccc2)SC(=Nc2ccccc2)N1c1ccccc1 (centres undefined)	2.5	3	1	24	7	-6	8	-1
Cc1cccc(N2C(=O)CC(c3ccc(F)cc3)C3=C2COC3=O)c1 (centres undefined)	-5.1	8	0	7	-2	-5	-13	-1
OC(COc1ccc2ccccc2c1)CN1CCCC1 (centres undefined)	-0.3	-2	-3	-7	2	4	-51	5
COc1ccc([N+](=O)[O-])cc1NC(=O)C(C)N1CCN(C(=O)c2ccco2)CC1 (centres undefined)	-0.2	2	0	17	0	-4	11	0
CC(=O)c1ccc(NC(=O)CN2C(=O)COc3ccc(Cl)cc32)cc1	-2.5	2	1	-12	-6	-9	7	-3
COc1ccc(CNC(=O)C[C@H]2C[C@H](C(=O)N(C(C)C)C(C)C)[C@@]3(C)c4[nH]c5cc(-c6ccco6)ccc5c4CCN3C2=O)cc1OC	-0.7	6	-1	11	16	1	7	4
Cc1nccn1-c1ccc(C(F)(F)F)cc1NC=O	-4.4	2	0	-2	2	2	1	1
CCOC(=O)c1[nH]c(CSc2nnc(-c3ccncc3)n2CCOC)c(C(=O)OCC)c1C	0.3	-5	1	12	-4	-10	9	-5
Cn1c(SCC(=O)c2ccc(F)cc2)nnc1-c1cnccn1	1.4	5	3	-8	-7	-7	-16	-6
Cc1cnc(NC(=O)CSc2ncn(-c3ccccc3)n2)s1	0.8	-6	-1	-2	-13	3	-2	2
COc1cccc(CN(C)C(=O)c2[nH]c(C)c(C(C)=O)c2C)c1OC	0.9	-1	0	-6	-2	-8	5	-3
CCCCCCSc1nsc(NC(=O)CC(C)C)n1	78*	-7	1	-4	-10	-5	-21	21
COc1ccc2oc(-c3ccccc3)c(C(N)=O)c2c1	0.9	-3	2	-1	-10	-6	-37	-4
Cc1cccc(NC(=O)CN2NS(=O)(=O)c3ccccc3C2=O)c1	6.4	-3	-4	-15	-2	-5	-1	-3
CN1/C(=C\C(=O)c2cccnc2Cl)C(C)(C)c2ccccc21	3.6	-7	-1	5	-12	-4	-1	-1
NC(=O)COC(=O)/C=C/c1ccc2ccccc2n1	0.3	-3	-2	-18	-6	-2	-1	0
O=C(Nc1nnc(C(F)(F)F)s1)C1COc2ccccc2O1 (centres undefined)	84*	1	-6	-6	-5	-3	1	0
Cc1ccccc1OCC(=O)N=Nc1c(O)n(C)c2ccccc12	4.4	3	2	12	-2	-7	-11	0
CN1CCN(C(=O)c2ccc3c(=O)n(-c4ccc(F)cc4)c(=S)[nH]c3c2)CC1	-0.5	7	-2	14	-8	-3	-13	-4
CCCN1CCN(CCCNC(=O)C(CC)n2nc(C)c3sc4ccccc4c3c2=O)CC1 (centres undefined)	-1.2	4	0	8	0	-8	14	-7
O=C(CN1CCN(C(=O)c2c(F)cccc2F)CC1)Nc1ccccc1F	-1.7	4	1	15	0	1	16	-3
CCOC(=O)c1c(-c2ccc(OC)cc2)oc2ccc(O)cc12	-0.3	4	-5	-3	15	-1	14	2
Cc1ccc(S(=O)(=O)N[C@H](C(=O)N2CCC(C(=O)NCC(=O)O)CC2)C(C)C)cc1	3.6	5	0	-2	3	-3	-22	-2
COc1ccccc1N1CCN(c2cnccn2)CC1	0.1	1	-1	10	-1	-10	-10	-2
CCOc1ccc(NC(=O)c2ccccn2)cc1	2.5	-4	-1	-11	-10	3	-48	1
COc1cc2c(cc1OC)CN(CCC(C)c1ccc(Cl)cc1)CC2 (centres undefined)	-0.7	12	-1	17	2	-4	1	-4
COC(=O)c1sc2nc(N3CCCCC3)c3c(c2c1N)CCCC3	3.1	-6	-7	9	-7	0	-16	11
Cc1ccc(S(=O)(=O)c2nc(-c3cccs3)oc2NCc2cccnc2)cc1	1.5	1	0	12	7	2	3	3
CCOc1ccccc1NC(=O)Cn1nnc(C(=O)NCc2cccs2)c1N	-1.1	-2	-1	-2	-19	0	47	-4
CCCc1nnc2n1N=C(c1ccc(C)cc1)CS2	0.7	1	-2	5	10	-8	3	-4
C=CCOC(=O)C1=C[C@H](c2cn(C(C)=O)c3ccccc23)C[C@H](OCCCCO)O1	-0.1	-2	-4	10	3	-2	8	0
More results.
SMILES	MPTP inh	CXCR6 inh	GRIN3A LBD mod	CCR6 antag	EBI2 antag	A3G deaminase	Gli-Sufu block	A3A deaminase
O=C(CCc1nnc(CCCc2ccccc2)o1)NCC(F)(F)F	0.2	5	0	-8	4	0	-8	-1
CN1CCN(CC#CCC(O)(c2ccccc2)C2CCCC2)CC1 (centres undefined)	3.7	-6	1	-11	-4	-6	-7	-15
COCCN(C(=O)COC(=O)/C=C/c1ccc(C)o1)c1c(N)n(Cc2ccccc2)c(=O)[nH]c1=O	4.8	10	-2	19	2	6	-14	2
Cc1cccc(CS(=O)(=O)Cc2ccc(C(=O)NCC3CCCO3)o2)c1 (centres undefined)	0.7	4	4	-5	-12	0	-1	4
Cc1ccccc1NC(=O)c1nn(C)c2c1CS(=O)(=O)c1ccccc1-2	-1.2	-6	2	-1	4	-3	-10	-2
O=c1c2[nH]cnc2n(-c2ccc(F)cc2)c(=O)n1Cc1ccccc1	-0.5	19	-2	22	-6	-6	-3	0
COc1ccc(NC(=O)c2ccc(-n3cnnn3)cc2)c([N+](=O)[O-])c1	0.2	-3	-2	9	-8	-3	6	3
CN(C)S(=O)(=O)c1ccc(N2CCCC2)c(C(=O)NC2CCCCC2)c1	-1.5	-2	1	4	12	-11	12	2
CCCC/C(O)=C1\C(=O)CC(C)(C)CC1=Nc1ccc(N)cc1	0.2	2	-2	15	-2	22	-1	2
Cc1cccc(-c2nc3c(c(=O)c4ccccc4n3C)c(=O)n2-c2ccccc2)c1	3.5	4	-5	6	2	-1	13	-1
Cc1cccc(Cn2cnc3c(nnn3Cc3ccccc3F)c2=O)c1	-0.2	4	-1	12	5	-4	-1	-2
O=C(CCc1ccc(S(=O)(=O)N2CCOCC2)cc1)Nc1ccc2ccccc2c1	5.6	-10	-9	5	32	4	8	3
COc1cccc(OC)c1C(=O)N1CCN(c2c(Cc3ccccc3)c(C)nc3ncnn23)CC1	-1.1	3	-1	-11	-7	-4	7	-1
COc1ccc(C)cc1-n1nnnc1SCC1CCCCO1 (centres undefined)	0.1	-6	-1	9	0	-4	-10	-1
N#Cc1c(N)n(CCNC(=O)c2ccc(Cl)cc2)c2nc3ccccc3nc12	-0.4	3	-5	-6	7	-9	-10	-10
Cc1ccc(C)[n+](CC(=O)N2CCCCC2)c1	-2.4	-2	-1	7	-12	-5	4	-1
COc1ccc(N2C(=NC(=O)C3CCCCC3)SC3CS(=O)(=O)CC32)cc1 (centres undefined)	0.0	3	-1	3	-1	-7	-8	-4
O=C(NC1CCCC1)c1cc(-c2ccc(Cl)cc2)on1	0.6	5	-3	2	-4	-13	-46	1
